Assay outcomes from PubChem BioAssay.
DSG3 Ab inh = human desmoglein-3 autoantibody binding inhibition | DSG3-coupled beads, scFv-anti-DSG3-GFP binding, flow cytometry; hits give low values | binding (percent of control), % at 10 µM | actives 0.48% (n = 310,000) | AID 588358;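 active = binding more than 3 SD below its plate's average and above zero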;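 also: hits lower antibody fragment binding to DSG3; some compounds called inactive have numbers as strong as hits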
Arrestin-AP2 inh = human beta-arrestin and AP2 interaction inhibition. FITC-arrestin peptide / GST-AP2 beads, flow cytometry; AP2 beta2 appendage carries R879A mutation. inhibition, % at 10 µM. actives 0.31% (n = 340,000). AID 504490;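 active = inhibition above a set limit, near 3 SD of compounds lacking own fluorescence, cut at about 54% in these data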;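 also: plate controls were DMSO wells for no effect and 5 µM unlabelled arrestin peptide for full effect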
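Measured by: flow cytometry, FL1 (488/535 nm); Material: AP2 appendage R879A on GSH beads; Evaluation: percent response; Timing: pre-incubation 12 min, peptide binding 1 h, room temperature; Also added: 50 nM FITC-arrestin peptide; Medium: PBS with 0.05% Tween 20 and 0.1% BSA.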
HTR5A ag = activates human HTR5A in OPRM1-OPRD1 agonist counter-screen | P47898 | HTR5A agonist assay, luminescence, cell-based | activation, % at 9.3 µM | actives 0.61% (n = 340,000); in the data active = activation mostly above about 9.5%, no sharp cut-off; inactive = mostly below about 7.6%;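 also: 0% = cells with vehicle only and 100% = reference agonist; strong numbers were not always called active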
DAGLB inhibitor = diacylglycerol lipase beta (human) inhibition; HEK293T DAGLB membrane lysate, EnzChek fluorogenic substrate; inhibition, % at 5.17 µM; actives 0.059% (n = 340,000); in the data active = inhibition above about 34%;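 also: 0% = enzyme with vehicle and 100% = wells lacking enzyme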
Target sequence (Q8NCG7 whole entry, looked up): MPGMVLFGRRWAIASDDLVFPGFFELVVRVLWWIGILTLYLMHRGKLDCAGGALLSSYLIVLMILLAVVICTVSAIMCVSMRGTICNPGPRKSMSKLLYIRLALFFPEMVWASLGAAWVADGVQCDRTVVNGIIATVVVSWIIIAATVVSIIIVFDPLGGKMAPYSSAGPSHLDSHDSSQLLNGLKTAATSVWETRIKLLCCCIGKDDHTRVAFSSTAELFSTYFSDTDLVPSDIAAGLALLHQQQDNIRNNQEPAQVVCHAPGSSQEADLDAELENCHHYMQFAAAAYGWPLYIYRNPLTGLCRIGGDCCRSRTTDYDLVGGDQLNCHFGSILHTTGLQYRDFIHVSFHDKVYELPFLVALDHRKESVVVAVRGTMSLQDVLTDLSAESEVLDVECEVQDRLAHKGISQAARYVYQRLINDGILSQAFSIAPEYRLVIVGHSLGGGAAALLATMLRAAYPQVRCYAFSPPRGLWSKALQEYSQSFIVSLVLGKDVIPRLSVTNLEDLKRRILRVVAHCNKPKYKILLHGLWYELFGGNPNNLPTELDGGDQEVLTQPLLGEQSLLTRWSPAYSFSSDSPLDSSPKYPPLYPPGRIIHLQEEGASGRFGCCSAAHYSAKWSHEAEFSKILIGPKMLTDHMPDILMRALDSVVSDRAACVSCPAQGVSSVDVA
OPRM1-OPRD1 ag = agonists of human mu-delta opioid receptor heterodimerization | P35372+P41143 | cells, OPRM1-OPRD1 heterodimerization, luminescence | activation, % at 9.3 µM | actives 0.3% (n = 340,000) | AID 504326; in the data active = activation above about 18%;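 also: 0% = vehicle-treated cells and 100% = reference agonist; values of inactives mirror those of a sister screen read the other way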
MOR-DOR inv ag = inverse agonist of human OPRM1-OPRD1 heterodimerization. cell-based MOR-DOR heterodimer luminescence, inverse agonism. inhibition, % at 9.3 µM. actives 0.21% (n = 340,000). AID 504357. P35372+P41143; in the data active = inhibition above about 22%, passing the limit was not always enough;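 also: 0% = cells with DMSO and 100% = wells without cells with DMSO; values of inactives mirror those of a sister screen read the other way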
V-ATPase pH = yeast V-ATPase proton transport regulation by pHLuorin | S. cerevisiae, pHLuorin cytosolic pH fluorescence | response, % at 10 µM | actives 0.37% (n = 350,000); in the data active = response mostly above about 7.3%, no sharp cut-off; inactive = mostly below about 5.4%; also: actives read high; inactives centre near 0; some compounds called inactive have numbers as strong as hits; reference of the scale not given here
PKA-R1A act = activates the PKA-R1A holoenzyme complex | P00514+P68181 | PKA-R1A dissociation, Cy5-IP20 fluorescence polarization; scaled: DMSO 0%, 113 µM cGMP 100% | activation, % at 11.4 µM | actives 0.083% (n = 340,000) | AID 504707;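 active = percent activation above the mean of all tested compounds plus 3 SD, cut at about 19% in these data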;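 also: higher means more PKAc released from R1A so a rise in polarization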
PKA-R2B activ = PKA-R2B complex activation. actives 0.079% (n = 340,000). PKA-R2B holoenzyme dissociation, Cy5-IP20 fluorescence polarization; R2B truncated from residue 108, S112A mutant; 0% DMSO only, 100% 113 µM cGMP. activation, % at 11.4 µM. AID 504700;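 active = activation above a cutoff set at the mean over all compounds plus 3 SD, cut at about 18% in these data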;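 also: higher means more holoenzyme dissociation and a rise in polarization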
Target sequence (P31323 whole entry, looked up, other chains not shown, the tested form may be a part): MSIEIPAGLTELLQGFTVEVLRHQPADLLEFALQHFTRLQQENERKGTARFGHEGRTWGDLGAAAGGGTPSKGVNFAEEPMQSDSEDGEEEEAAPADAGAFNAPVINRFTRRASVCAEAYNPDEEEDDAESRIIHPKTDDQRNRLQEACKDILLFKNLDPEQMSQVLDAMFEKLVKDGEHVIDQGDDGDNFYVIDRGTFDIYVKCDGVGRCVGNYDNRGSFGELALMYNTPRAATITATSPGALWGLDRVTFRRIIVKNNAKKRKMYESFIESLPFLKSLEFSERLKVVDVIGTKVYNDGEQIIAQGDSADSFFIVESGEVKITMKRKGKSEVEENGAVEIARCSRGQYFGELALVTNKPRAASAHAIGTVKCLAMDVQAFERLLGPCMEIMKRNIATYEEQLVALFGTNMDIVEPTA
HTR5A inv ctr = inverse agonist of human HTR5A in OPRM1-OPRD1 counter-screen; P47898; HTR5A cell line, luminescence, inverse agonism; inhibition, % at 9.3 µM; actives 0.083% (n = 340,000); AID 504634; in the data active = inhibition mostly above about 23%, no sharp cut-off; inactive = mostly below about 18%;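 also: 0% = cells with DMSO and 100% = no-cell wells with DMSO; some compounds called inactive have numbers as strong as hits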
The depositor's hits bear a star; nt = not tested or not shown. Some of the compounds tested; count on the stated rates, not on these rows.

Order of results: DSG3 Ab inh | Arrestin-AP2 inh | HTR5A ag | DAGLB inhibitor | OPRM1-OPRD1 ag | MOR-DOR inv ag | V-ATPase pH | PKA-R1A act | PKA-R2B activ | HTR5A inv ctr
COC(=O)C1=C(c2ccc(OCc3ccccc3)cc2)C[C@@H]2CC[C@H]1N2C(=O)NCc1ccc(Cl)cc1
  nt | nt | nt | -13 | nt | nt | -1 | -3 | 0 | nt
CCCCCn1c(=O)c(C(=O)NCc2ccccc2Cl)c(O)c2ccccc21
  109 | 5 | -2 | -3 | -3.2 | 15 | 3 | -7 | 5 | 9
CCC(=NCc1cccnc1)c1c(O)n(C2CCCCC2)c(=O)[nH]c1=O
  99 | -10 | 0 | 2 | -3.0 | 15 | -1 | -5 | -3 | 21
CC#CP(=O)(OCC)C(O)(c1ccccc1)C(F)(F)F (configuration not stated)
  107 | -3 | 4 | -1 | -0.9 | 4 | -8 | 2 | -1 | -10
CCCNC(=O)N1[C@H]2CC[C@@H]1C(C(=O)OC)=C(c1ccc(-c3ccccc3)c(F)c1)C2
  101 | 5 | 6 | -3 | -2.6 | 15 | 2 | -1 | -14 | -17
C[C@@H]1O[C@@H](O[C@@H]2C=C3CCC4C(CC[C@]5(C)[C@@H](c6ccc(=O)oc6)CC[C@]45O)[C@@]3(C)CC2)[C@H](O)[C@H](O)[C@H]1O (some centres not stated)
  85 | 7 | 30* | 1 | 71* | -382 | -1 | -9 | 3 | -106
CCc1ccccc1NC(=O)CNCc1ccccc1
  82 | -2 | 1 | -3 | 0.3 | -2 | 1 | 2 | -1 | -2
CC(C)OC12Oc3ccccc3C=C1N1CCC2CC1 (configuration not stated)
  104 | 3 | 0 | -2 | -2.3 | 12 | -5 | 4 | 8 | 1
CN=C(SCC(=O)c1cccc(Cl)c1)c1c(O)n(C)c(=O)n(C)c1=O
  116 | 8 | 3 | -5 | -1.7 | 9 | 1 | -7 | -6 | 17
C[C@]12CC[C@@H](O)CC1=CCC1C2CC[C@@]2(C)C1C[C@@H](F)[C@@H]2O (some centres not stated)
  97 | 38 | -1 | 2 | -2.6 | 13 | 1 | 0 | -3 | 5
O=C(CSc1ccccc1)N1CCC2(CC1)OCCO2
  102 | 6 | 3 | 2 | 1.1 | -6 | 4 | 2 | -5 | -4
C=CC[N+]1(C)C2CCC1CC(O)C2 (configuration not stated)
  nt | 14 | 3 | -2 | 0.3 | -2 | 0 | 5 | -3 | 12
O=C(NCC(c1cccnc1)N1CCN(c2ccc(F)cc2)CC1)Oc1ccccc1 (configuration not stated)
  81 | -6 | -3 | -2 | -2.5 | 14 | 1 | -4 | -4 | 1
Cn1c(O)c(C=NCCc2c[nH]c3ccccc23)c(=O)n(C)c1=O
  101 | 22 | 4 | 1 | -3.5 | 18 | -9 | -7 | -9 | -37
CC(=O)OC1CCC2(C)C(CCC3C4CC(N5CC5)C(C(C)=O)C4(C)CC(=O)C32)C1 (configuration not stated)
  nt | 8 | 5 | -1 | 1.3 | -6 | 1 | 9 | 7 | -19
CN1C(=O)N(C)C(=O)C2(Cc3cc(NC(=O)c4ccccc4)ccc3N3CCCC32)C1=O (configuration not stated)
  nt | -2 | 0 | 0 | -2.1 | 10 | -3 | -11 | -4 | 1
O=C(Nc1ccc(Cl)cc1C(=O)c1ccccc1)c1ccc(Br)o1
  99 | -1 | 0 | -14 | 1.4 | -8 | 1 | -12 | -11 | -20
CCc1cc(=O)oc2cc(OCC(=O)N3C[C@H]4C[C@@H](C3)c3cccc(=O)n3C4)ccc12
  98 | 0 | 4 | 0 | -1.0 | 5 | 3 | 0 | 0 | 11
COc1cc2c(cc1OC)C(C1c3cc4c(cc3CCN1C)OCO4)OC2=O (configuration not stated)
  107 | 30 | -1 | -4 | -2.1 | 10 | 5 | -11 | 4 | 3
COc1ccc(CC(=O)N(C)C2CCCN(Cc3ccccc3F)C2)cc1OC (configuration not stated)
  108 | -11 | 4 | -4 | 0.0 | 0 | 2 | 8 | 3 | -12
O=C1NCN(c2ccccc2)C12CCNCC2
  107 | 2 | nt | 0 | nt | nt | -1 | -1 | -6 | nt
CCC(=Nc1cccc(C(F)(F)F)c1)c1c(O)n(C)c(=O)n(C)c1=O
  nt | 5 | 3 | -1 | -1.3 | 6 | 5 | 2 | 4 | -7
CCC(C)n1c(O)c(C=NCCN2CCOCC2)c(=O)[nH]c1=S (configuration not stated)
  106 | -10 | -1 | -1 | -3.3 | 18 | -3 | -2 | -8 | 5
FC(F)(F)c1ccc2c(c1)N(CCCN1CCN(CCCl)CC1)c1ccccc1S2
  105 | 6 | 3 | 1 | 1.5 | -7 | -5 | 7 | 4 | 11
CN(C)C(=S)SSC(=S)N(C)C
  93 | 19 | 4 | -1 | -1.8 | 10 | 3 | 7 | -6 | -39
CCOc1cc(CNC(C)C(O)c2ccccc2)cc(Cl)c1OCC (configuration not stated)
  99 | -15 | 2 | 0 | 10 | -52 | 4 | -1 | 0 | -4
COC(=O)C1=C(c2cccc(OC)c2OC)C[C@@H]2CC[C@H]1N2C(=O)N1CCOCC1
  102 | 22 | 16 | -3 | -1.9 | 11 | 7 | -5 | -10 | -43
O=C(NN=Cc1ccc(N(CCCl)CCCl)cc1)C(=O)c1c[nH]c2ccccc12
  108 | -2 | 4 | 3 | 1.9 | -9 | -2 | -3 | -6 | -14
Clc1ccc(-c2nc3ccc(Cl)cn3c2CN2CCCCC2)cc1
  115 | 6 | 0 | -9 | 3.6 | -16 | 1 | 1 | -4 | 0
COc1ccc(-c2[nH]ncc2CNC(C)Cc2ccsc2)c(F)c1 (configuration not stated)
  89 | 3 | 0 | -2 | -1.8 | 9 | 4 | -3 | 5 | 0
CC1(C)CC2CCC(O)C2C(CCO)N1 (configuration not stated)
  102 | -2 | 5 | 3 | 1.9 | -10 | 3 | 6 | 8 | -19
O=C(COc1ccc(Cl)cc1)N1CCN(C2CCCC2)CC1
  91 | -3 | -1 | 2 | -1.0 | 6 | 2 | 6 | 4 | 2
COC(=O)C(O)(c1ccc(NC(=S)NC(=O)c2ccccc2)cc1)C(F)(F)F (configuration not stated)
  97 | 9 | -7 | 14 | 0.8 | -4 | -3 | -9 | -2 | -16
COc1ccc(CNC(=O)C(NC(C)=O)C(C)C)cc1OC (configuration not stated)
  99 | -12 | -7 | -1 | -1.9 | 10 | 0 | -7 | -1 | 18*
Cc1ccccc1CC(=O)N(CCN(C)C)CC1CCCN(Cc2ccccc2F)C1 (configuration not stated)
  112 | 21 | 7 | 2 | 3.9 | -22 | 0 | -4 | -1 | 14
COC(=O)C1=C(c2ccc(F)cc2F)C[C@@H]2CC[C@H]1N2C(=O)N1CCOCC1
  103 | 17 | 11 | -4 | -3.4 | 19 | 0 | -3 | -8 | -7
COC(=O)C1=C(c2ccc(F)cc2F)C[C@@H]2CC[C@H]1N2C(=O)NC1CC1
  97 | 28 | 3 | -3 | -1.5 | 9 | 0 | -7 | -6 | -19
CCc1cc(=O)[nH]c(SCCCF)n1
  100 | 6 | 5 | -2 | -1.2 | 6 | -1 | -2 | -7 | -14
CCC(=NCc1ccco1)c1c(O)n(C)c(=O)n(C)c1=O
  112 | 9 | 0 | 2 | -1.1 | 5 | 3 | -2 | -2 | -2
COc1cc2c(cc1OC)[C@@H]1C(=O)c3ccc4c(c3O[C@@H]1CO2)C[C@H](C(C)C)O4
  95 | 1 | -2 | 0 | 0.1 | -1 | 2 | -5 | -2 | -19
O=[N+]([O-])c1ccc(N2CCNCC2)cc1N1CCCCC1
  97 | 22 | 1 | 4 | -2.9 | 15 | 1 | -10 | -2 | -2
CCOC(=O)C1CN(C)CCC1=O (configuration not stated)
  nt | -14 | 1 | 0 | -1.8 | 8 | 1 | -5 | 1 | -1
CC(N=Cc1c(O)n(C2CC2)c(=S)[nH]c1=O)c1ccccc1 (configuration not stated)
  nt | 2 | 8 | 0 | -2.2 | 11 | -3 | 0 | 1 | 13
Cc1nc(C)c(C(=O)NN=Cc2ccc(N(CCCl)CCCl)cc2)s1
  nt | -2 | 1 | 1 | 0.5 | -2 | 0 | 3 | -1 | -3
O=C(Cn1cnc2sc3c(c2c1=O)CCCC3)NCCCC(=O)N1CCC2(CC1)OCCO2
  nt | 2 | 6 | -3 | 2.5 | -16 | -1 | -7 | 5 | -38
O=c1cccc2n1CC1CC2CN(S(=O)(=O)c2cc(Cl)ccc2Cl)C1 (configuration not stated)
  108 | -28 | 1 | 1 | -1.4 | 8 | 1 | -11 | -5 | -3
COC(=O)C1=C(c2ccc(F)cc2F)C[C@@H]2CC[C@H]1N2C(=O)N1CCC(O)(c2ccc(Cl)cc2)CC1
  102 | 3 | 5 | -1 | 0.7 | -4 | -2 | -9 | -8 | -26
CCCCCCC(=O)N/N=C/c1c(O)n(CCc2ccccc2)c(=O)[nH]c1=O
  114 | -3 | 7 | -3 | 0.8 | -4 | -3 | 14 | 1 | -6
OCCOCC#CCN1CCOCC1
  102 | 0 | 2 | -5 | -3.9 | 21 | 0 | 11 | 0 | -4
C=C1C[C@]2(O)[C@@]3(C)CCC(=O)C(C)(C)C3=C(O)C(=O)[C@@]2(C)[C@@H]2C(=O)O[C@@](C)(C(=O)OC)C(=O)[C@@]12C
  98 | 10 | 6 | 1 | -0.1 | 0 | 0 | 5 | -6 | 6

Later entries.
Order of results: DSG3 Ab inh | Arrestin-AP2 inh | HTR5A ag | DAGLB inhibitor | OPRM1-OPRD1 ag | MOR-DOR inv ag | V-ATPase pH | PKA-R1A act | PKA-R2B activ | HTR5A inv ctr
O=c1cccc2n1CC1CNC[C@H]2C1
  98 | 14 | 2 | 0 | -2.4 | 13 | 1 | 2 | -3 | -9
COc1cc(C(=O)Nc2ccc(Br)cc2C(=O)c2ccccc2Cl)cc(OC)c1OC
  97 | -2 | 4 | -7 | -1.1 | 6 | -1 | -9 | -9 | 0
CCN(CC)C(=O)c1ccc(N2C(=O)C3CC=C(Cl)CC3C2=O)cc1 (configuration not stated)
  82 | 0 | 2 | 3 | -0.3 | 1 | 4 | 5 | -7 | -12
O=C1NC(=O)N(Cc2ccccc2Cl)C(=O)/C1=C/N1CCOCC1
  105 | -1 | 3 | 2 | -3.0 | 13 | 1 | -12 | -7 | 3
CN1CCN(CC(=O)Nc2ccc([N+](=O)[O-])cc2C(=O)c2ccccc2)CC1
  86 | 1 | -2 | 3 | 0.1 | -1 | 2 | 4 | 5 | 5
CC(=NCc1ccco1)c1c(O)n(-c2ccccc2C)c(=O)[nH]c1=O
  nt | 16 | 1 | 0 | -2.1 | 10 | -1 | -4 | -3 | -4
CC(=O)NC(C)Cc1ccccc1 (configuration not stated)
  nt | -3 | 9 | -2 | -2.5 | 14 | 0 | 1 | -2 | -25
CCc1cccc2c(C#N)cn(CC(=O)N3CCOCC3)c12
  98 | -3 | 0 | 0 | -1.7 | 10 | 5 | 0 | -2 | -4
